Pf Dd2 inh = inhibitors of Plasmodium falciparum Dd2 growth | P. falciparum Dd2 growth, SYBR Green, 72 h; hits give low values | actives 2.3% (n = 94,000) | AID 1159554 | activity change, % at 10 µM; in the data active means activity change below about -80%
Tcruzi prolif = inhibitors of T. cruzi proliferation. AID 624255. actives 5.9% (n = 77,000). inhibition, % at 8.34 µM. T. cruzi beta-gal in NIH3T3, GalScreen luminescence, 90 h;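 active means mean inhibition above about 93%, with at least 55% of replicates each passing it, limit read from the data, passing the limit was not always enough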
C diff HTS = blocks growth of Clostridium difficile; AID 1259249; growth activity, negative = inhibition, % at 16 µg/mL (by protocol); actives 0.25% (n = 86,000); Clostridium difficile clinical isolate growth, OD600, 24 h; hits give low values;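 active means mean growth activity at or below -80% and every replicate also at or below -80%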;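 further: 0% = DMSO wells and -100% = levofloxacin 16 µg/mL wells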
KDM4C inh = blocks human GASC-1 (KDM4C) demethylase activity; GST-KDM4C 2-372, H3K9me3 peptide, LANCE TR-FRET; inhibition, % at 12.5 µM; AID 720574; Q9H3R0; actives 0.15% (n = 96,000);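 active means mean replicate inhibition above about 25%, with at least 55% of replicates also reaching it, limit read from the data, passing the limit was not always enough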
Target sequence (Q9H3R0 2-372 limits assumed): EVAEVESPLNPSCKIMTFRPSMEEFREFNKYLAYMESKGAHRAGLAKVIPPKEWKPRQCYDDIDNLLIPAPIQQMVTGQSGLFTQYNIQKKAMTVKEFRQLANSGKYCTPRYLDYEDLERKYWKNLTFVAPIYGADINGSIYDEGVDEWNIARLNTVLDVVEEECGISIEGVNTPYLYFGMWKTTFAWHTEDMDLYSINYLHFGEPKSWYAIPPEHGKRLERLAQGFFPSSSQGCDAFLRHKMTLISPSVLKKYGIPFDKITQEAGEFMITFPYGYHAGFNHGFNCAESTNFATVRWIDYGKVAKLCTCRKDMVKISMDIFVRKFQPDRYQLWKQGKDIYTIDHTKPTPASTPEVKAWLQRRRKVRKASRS
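Test system: N-terminal GST-fused human GASC-1 (KDM4C) fragment, residues 2-372; quantity: GASC-1 enzyme at 10 nM final in reaction; dosing: single dose; schedule: 30 min demethylation and 1 h detection at room temperature; signal: LANCE TR-FRET, excitation 340 nm, emissions 618 and 671 nm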
* marks the source's active call; other numbers are inactive results; x = no result given; & = joins results of further samples. The order is random; 7% or so of the library scored in one or more.

Order of values – Pf Dd2 inh, Tcruzi prolif, C diff HTS, KDM4C inh
O=C(C[C@@H]1CC[C@@H]2[C@H](COC[C@@H](O)CN2Cc2ccc3c(c2)OCO3)O1)Nc1ccccc1
  -3, 39, x, 0.7
CNC[C@H]1Oc2c(NC(=O)c3ccc(-c4nccs4)cc3)cccc2C(=O)N([C@H](C)CO)C[C@H]1C
  -36, -16, 0, 0.0
O=C(C[C@@H]1C[C@@H]2c3cc(NC(=O)C4CCC4)ccc3O[C@@H]2[C@H](CO)O1)NCc1cccnc1
  14, 30, -3, 0.9
Cc1noc(C)c1S(=O)(=O)Nc1ccc2c(c1)C(=O)N([C@H](C)CO)C[C@H](C)[C@@H](CN(C)C(=O)Nc1ccc(C(F)(F)F)cc1)O2
  13, 17, 4, -1.8
C[C@H]1CN([C@@H](C)CO)C(=O)Cc2cc(NC(=O)c3ccncc3)ccc2O[C@H]1CN(C)S(=O)(=O)c1ccc(F)cc1
  15, 19, -1, -1.5
CNC[C@H]1Oc2c(NC(=O)c3cc(C)nn3C)cccc2C(=O)N([C@H](C)CO)C[C@H]1C
  22, x, 2, -0.5
C[C@H]1CN([C@@H](C)CO)C(=O)c2c(c3ccccc3n2C)-c2ccccc2CO[C@H]1CN(C)S(=O)(=O)Cc1ccccc1
  -44, 34, 1, -0.9
C[C@H](CO)N1C[C@H](C)[C@H](CN(C)C(=O)Nc2ccc(C(F)(F)F)cc2)Oc2c(NS(=O)(=O)c3ccccc3)cccc2C1=O
  1, 44, 13, 1.6
CO[C@@H]1CN(C)C(=O)c2cc(NC(=O)c3cnccn3)ccc2OC[C@H](C)N(CCc2ccccc2)C[C@H]1C
  -42, x, x, 0.9
O=C(C[C@H]1C=C[C@@H](NC(=O)C2CCC2)[C@H](CO)O1)NCC1CC1
  14, 0, 0, -0.3
CC(C)NC(=O)Nc1cccc2c1O[C@@H](CN(C)Cc1ccc(Cl)c(Cl)c1)[C@H](C)CN([C@H](C)CO)C2=O
  -34, 48, -10, 0.0
O=C(c1cnccn1)N1CC(=O)N2[C@H](CO)[C@@H](c3ccc(-c4ccc(F)cc4)cc3)[C@H]2C1
  -10, x, -5, -1.2
C[C@H](CO)N1C[C@H](C)[C@H](CN(C)Cc2ccc(C(F)(F)F)cc2)Oc2c(NS(=O)(=O)c3cccs3)cccc2C1=O
  -14, 78, 3, 0.2
CC(=O)N(C)C[C@@H]1Oc2ncc(-c3cccnc3)cc2C(=O)N([C@@H](C)CO)C[C@@H]1C
  34, 40, -3, 0.8
COCC(=O)N(C)C[C@@H]1Oc2cc(C#CC3CC3)ccc2S(=O)(=O)N([C@H](C)CO)C[C@H]1C
  -21, -43, 5, -0.7
C[C@@H]1CN([C@@H](C)CO)C(=O)c2cc(NC(=O)CCCN(C)C)ccc2O[C@@H](C)CCCCO[C@H]1CN(C)Cc1ccncc1
  28, 55, 4, 3.1
CC(C)c1cn(CC[C@@H]2CC[C@H](NC(=O)C3CC3)[C@@H](CO)O2)nn1
  15, 45, x, 1.3
CCC(=O)Nc1ccc2c(c1)OC[C@H](C)N(C(=O)CC)C[C@H](C)[C@@H](OC)CN(C)C2=O
  -16, x, -3, 1.9
CCCC#Cc1ccc2c(c1)O[C@H](CN(C)S(=O)(=O)c1cccc(OC)c1)[C@@H](C)CN([C@@H](C)CO)S2(=O)=O
  -74, x, x, -1.0
C[C@H](NC(=O)[C@@H]1N[C@@H]2c3ccc(-c4cncnc4)c(=O)n3C[C@@H]2[C@H]1CO)c1ccccc1
  -3, -10, -3, 0.8
Cc1ccc(S(=O)(=O)N(C)C[C@@H]2OCCCC[C@H](C)Oc3ccc(NS(=O)(=O)c4ccc(Cl)cc4)cc3C(=O)N([C@H](C)CO)C[C@H]2C)cc1
  -50, 91, 2, 0.8
CC(C)NC(=O)N(C)C[C@H]1Oc2c(NS(=O)(=O)c3ccccc3)cccc2C(=O)N([C@H](C)CO)C[C@H]1C
  -19, 23, -3, 0.2
O=C(C[C@@H]1CC[C@H](NS(=O)(=O)c2cccc(F)c2)[C@@H](CO)O1)N1CCCCC1
  18, 1, 1, 0.5
COc1ccc(NC(=O)N(C)C[C@H]2OCCCC[C@H](C)Oc3ccc(NC(=O)Cc4ccccc4)cc3C(=O)N([C@@H](C)CO)C[C@@H]2C)cc1
  -79, 0, -2, 0.1
COc1ccc2c3c([nH]c2c1)[C@H](CO)N(C(=O)Nc1ccc(F)cc1)CC31CN(Cc2cc(F)ccc2F)C1
  -75, x, -12, -2.1
COCC(=O)N1C[C@H](C)[C@H](OC)CN(C)C(=O)c2ccc(NC(=O)NC(C)C)cc2OC[C@H]1C
  8, -16, 1, 1.1
Cc1nn(C)cc1NC(=O)C[C@H]1CC[C@@H]2[C@@H](COc3ccc(NC(=O)C4CCC4)cc3C(=O)N2C)O1
  6, -22, 1, 8.2
CCCC(=O)Nc1ccc2c(c1)C(=O)N(C)[C@H]1CC[C@@H](CC(=O)NCC(F)(F)F)O[C@H]1CO2
  9, -11, 4, 0.3
C[C@@H]1CN([C@H](C)CO)C(=O)CCCn2cc(nn2)CO[C@H]1CN(C)S(=O)(=O)c1ccc(F)cc1
  11&-15, -18&-5, -5, -0.3
CO[C@H]1CN(C)C(=O)c2ccc(NC(=O)C3CC3)cc2OC[C@@H](C)N(C(C)=O)C[C@H]1C
  12, 10, 0, -0.7
O=C(NCC1CC1)[C@H]1[C@H](CO)[C@H]2Cn3c(ccc(-c4cccnc4)c3=O)[C@@H]1N2C(=O)C1CCCCC1
  15, 81, 0, 0.1
C[C@H]1CN([C@@H](C)CO)C(=O)c2cccc(NC(=O)Nc3ccc(C(F)(F)F)cc3)c2O[C@@H]1CN(C)C(=O)NC1CCCCC1
  -7, 40, 10, x
COc1ccc(CN(C)C[C@H]2Oc3ccc(NC(=O)Nc4c(C)noc4C)cc3CC(=O)N([C@@H](C)CO)C[C@H]2C)cc1
  -27, 19, -4, -1.3
Cc1ccccc1S(=O)(=O)N1[C@H](CO)[C@@H](c2ccc(C#CC3CCCCC3)cc2)[C@@H]1C#N
  -83*, 90, 5, -3.4
O=C(C[C@@H]1C=C[C@@H](NC(=O)Nc2ccc(C(F)(F)F)cc2)[C@H](CO)O1)NCc1cc(F)cc(F)c1
  -4, 48, 9, -2.1
CCCNC(=O)[C@H]1[C@H](CO)[C@H]2Cn3c(ccc(C4=CCCCC4)c3=O)[C@H]2N1Cc1ccccc1F
  -26, 103*, 9, 2.5
CCCNC(=O)N1CC2(CCN(C)CC2)c2c(n(C)c3cc(OC)ccc23)[C@H]1CO
  -57, x, -2, 0.5
CCC(=O)N(C)C[C@@H]1Oc2cc(-c3ccncc3)ccc2S(=O)(=O)N([C@@H](C)CO)C[C@H]1C
  34, 94, -4, 5.8
Cc1noc(C)c1S(=O)(=O)Nc1ccc2c(c1)C(=O)N([C@@H](C)CO)C[C@@H](C)[C@H](CN(C)Cc1ccncc1)OCCCC[C@@H](C)O2
  2, 45, -1, 2.0
O=C(c1ccncc1)N1CCCCN2[C@@H](CO)[C@H](c3ccc(C#Cc4ccccn4)cc3)[C@@H]2C1
  -4, 105*, 4, 0.9
Cc1noc(C)c1S(=O)(=O)Nc1cccc2c1O[C@H](CN(C)C(=O)NC1CCCCC1)[C@H](C)CN([C@H](C)CO)C2=O
  0, -11, -3, 0.5
C[C@H](CO)N1C[C@H](C)[C@H](CN(C)C)Oc2cc(-c3ccc(C(=O)N(C)C)cc3)ccc2S1(=O)=O
  25, -99, -3, 2.2
C[C@@H]1CN([C@H](C)CO)C(=O)c2cc(C#C[C@@H](C)O)cnc2O[C@H]1CN(C)Cc1cccc(C(=O)O)c1
  25, 50, -2, -1.4
CNC(=O)C[C@@H]1CC[C@H]2[C@@H](COc3ccc(NC(=O)Nc4ccc(C)cc4)cc3C(=O)N2C)O1
  -7, 6, 25, 0.6
CNC[C@@H]1Oc2ccc(NC(=O)Nc3ccccc3)cc2C(=O)N([C@@H](C)CO)C[C@@H]1C
  3, -24, 4, -1.0
C[C@H]1CN([C@@H](C)CO)C(=O)Cc2cc(NC(=O)Cc3ccccc3)ccc2O[C@@H]1CN(C)S(=O)(=O)c1ccc(Cl)cc1
  -54, -18, -8, -0.4
O=C(C[C@H]1C[C@@H]2c3cc(NC(=O)C4CCOCC4)ccc3O[C@@H]2[C@@H](CO)O1)NC1CCCCC1
  -5, 4, -2, 0.2
CCCN(C)C[C@H]1OCc2ccccc2-c2ccccc2C(=O)N([C@@H](C)CO)C[C@H]1C
  20, -58, 1, 0.9
C[C@@H]1CCCCO[C@@H](CN(C)S(=O)(=O)c2ccc(Cl)cc2)[C@H](C)CN([C@@H](C)CO)C(=O)c2cc(NC(=O)CCC(F)(F)F)ccc2O1
  -61, 62, -3, 0.8
CCCC#Cc1ccc2c(c1)O[C@@H](CN(C)Cc1ccc3c(c1)OCO3)[C@@H](C)CN([C@H](C)CO)S2(=O)=O
  x, 109*, 19, 2.7
CN(C)C(=O)C[C@H]1CC[C@@H](NC(=O)c2ccc(F)cc2)[C@H](CO)O1
  -10, 29, x, -0.8
C[C@@H]1CN([C@@H](C)CO)C(=O)c2cc(NC(=O)C3CCCCC3)ccc2O[C@@H]1CN(C)C(=O)Nc1ccc(C(F)(F)F)cc1
  -14, 33, -3, -1.5
COc1cccc(NC(=O)N(C)C[C@@H]2Oc3cc(C#Cc4ccc(F)cc4)ccc3S(=O)(=O)N([C@H](C)CO)C[C@@H]2C)c1
  -90*, 117*, 4, 5.6
CS(=O)(=O)N1CCCCN2[C@H](CO)[C@H](c3ccc(-c4cccc(C#N)c4)cc3)[C@@H]2C1
  4, 19, -10, -0.4
C[C@H]1CN([C@@H](C)CO)C(=O)c2cc(Br)cnc2O[C@H]1CN(C)Cc1cccc(F)c1
  4, -4, -4, 7.3
O=C(C[C@@H]1C[C@@H]2c3cc(NC(=O)CC4CC4)ccc3O[C@@H]2[C@@H](CO)O1)NCc1ccccc1
  18, 23, x, -3.6
O=C(Nc1ccc(F)cc1)N[C@H]1CC[C@H](CCNC(=O)c2ccccc2F)O[C@H]1CO
  -1, x, 1, 0.3
Cc1ccccc1S(=O)(=O)Nc1ccc2c(c1)C(=O)N(C)[C@@H]1CC[C@H](CC(=O)O)O[C@H]1CO2
  -1, 31, x, 0.3
COc1ccc(CN(C)C[C@H]2OCCCC[C@H](C)Oc3ccc(NC(=O)Nc4c(C)noc4C)cc3C(=O)N([C@@H](C)CO)C[C@H]2C)cc1
  -56, 47, -1, -0.4
C[C@@H]1CN([C@@H](C)CO)S(=O)(=O)c2ccc(C#Cc3ccccc3F)cc2O[C@@H]1CN(C)C(=O)Cc1ccccc1
  -51, 120*, 2, -4.3

Just KDM4C inh, Tcruzi prolif and Pf Dd2 inh, for 4 of the compounds above:
smiles	KDM4C inh	Tcruzi prolif	Pf Dd2 inh
O=C(C[C@@H]1C[C@@H]2c3cc(NC(=O)C4CCC4)ccc3O[C@@H]2[C@H](CO)O1)NCc1cccnc1	0.9	30	14
CNC(=O)C[C@@H]1CC[C@H]2[C@@H](COc3ccc(NC(=O)Nc4ccc(C)cc4)cc3C(=O)N2C)O1	0.6	6	-7
COc1cccc(NC(=O)N(C)C[C@@H]2Oc3cc(C#Cc4ccc(F)cc4)ccc3S(=O)(=O)N([C@H](C)CO)C[C@@H]2C)c1	5.6	117*	-90*
O=C(c1cnccn1)N1CC(=O)N2[C@H](CO)[C@@H](c3ccc(-c4ccc(F)cc4)cc3)[C@H]2C1	-1.2	x	-10

(next part)
Order of values – Pf Dd2 inh, Tcruzi prolif, C diff HTS, KDM4C inh
COCC(=O)Nc1ccc2c(c1)C(=O)N(C)C[C@@H](OC)[C@@H](C)CN(C(=O)NC(C)C)[C@H](C)CO2
  39, 40, x, 1.0
C[C@H]1CCCCO[C@H](CN(C)Cc2ccc(Cl)c(Cl)c2)[C@@H](C)CN([C@@H](C)CO)C(=O)c2cc(NC(=O)CCC(F)(F)F)ccc2O1
  -65, 54, -12, 16
Cc1noc(C)c1NC(=O)Nc1cccc2c1O[C@@H](CN(C)C(=O)NC1CCCCC1)[C@@H](C)CN([C@H](C)CO)C2=O
  9, 51, 0, -0.1
CO[C@@H]1CN(C)C(=O)c2cc(NC(=O)c3nc4ccccc4s3)ccc2OC[C@@H](C)N(Cc2ccncc2)C[C@@H]1C
  x, 78, -2, x
C[C@@H]1CN([C@@H](C)CO)C(=O)c2cc(NC(=O)CCC(F)(F)F)ccc2O[C@@H]1CN(C)C(=O)Nc1cccc2ccccc12
  -5, 46, -2, 0.1
CCCNC(=O)C[C@@H]1CC[C@@H]2[C@H](COC[C@H](O)CN2Cc2ccc(Cl)c(Cl)c2)O1
  8, 36, 6, 2.2
C[C@@H]1CCCCO[C@H](CN(C)Cc2ccc(C(=O)Nc3ccccc3N)cc2)[C@@H](C)CN([C@H](C)CO)C(=O)c2cc(NS(=O)(=O)c3cccs3)ccc2O1
  -87*, 53, 8, -0.7

No new results follow: an excerpt of the list.
Order of values – Pf Dd2 inh, Tcruzi prolif, C diff HTS, KDM4C inh
Cc1noc(C)c1NC(=O)Nc1cccc2c1O[C@@H](CN(C)C(=O)NC1CCCCC1)[C@@H](C)CN([C@H](C)CO)C2=O
  9, 51, 0, -0.1
CO[C@@H]1CN(C)C(=O)c2cc(NC(=O)c3nc4ccccc4s3)ccc2OC[C@@H](C)N(Cc2ccncc2)C[C@@H]1C
  x, 78, -2, x
C[C@@H]1CN([C@@H](C)CO)C(=O)c2cc(NC(=O)CCC(F)(F)F)ccc2O[C@@H]1CN(C)C(=O)Nc1cccc2ccccc12
  -5, 46, -2, 0.1
